Assay outcomes (PubChem)
Cy5 interf NS3h – Cy5 fluorescence interference, HCV helicase counter-screen | Cy5-dT15 DNA with NS3h; actives lie on both sides; signal over control mean, under 1 quenches | fluorescence interference ratio at 100 µM | hit rate 6% among 16,000;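 active = compound fluorescence over control fluorescence at most 0.8, a quencher, or at least a set upper limit, an enhancer; inactive = ratio between 0.8 and the set upper limit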
NS3h inh CB – blocks HCV NS3 helicase binding to DNA; NS3h Cy5-dT15 DNA binding, fluorescence polarization; inhibition, % at 100 µM; hit rate 1.6% among 16,000;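 active = inhibition above the average over every tested compound plus 3 SD, cut at about 40% in these data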
* marks the source's active call; other numbers are inactive results.

Each structure is followed by: Cy5 interf NS3h	NS3h inh CB
1. CCOc1ccc(N(CC(=O)O)S(=O)(=O)c2ccc(SC)cc2)cc1
    1.17	5.5
2. O=P(Cc1ccccc1O)(c1ccccc1)c1ccccc1
    1.06	-1.8
3. COc1ccccc1NC(=O)c1ccccc1NS(=O)(=O)c1ccc(C)cc1
    0.854	24.2
4. Fc1ccc(Nc2nc(-c3ccncc3)nc3ccccc23)cc1F
    0.982	-25.6
5. COc1cccc(/C=C2/C(=O)NC(=O)N(c3cc(C)cc(C)c3)C2=O)c1O
    1.07	15.5
6. COc1ccc(Cl)cc1N1C(=O)C2C(c3ccc(Cl)cc3)OC3(C(=O)c4ccccc4C3=O)C2C1=O (centres undefined)
    0.974	9.1
7. O=C(NC(NC(=S)Nc1ccccc1)C(Cl)(Cl)Cl)c1ccccc1F (centres undefined)
    0.978	5.7
8. CSc1nsc(SC)c1NC(=O)OCCN1CCOC1=O
    1.05	2.7
9. O=C(CSCC(=O)Nc1ccccc1)NCc1ccccc1
    1.13	6.9
10. COc1ccc2nc(SCC(=O)Nc3ccccc3F)[nH]c2c1
    0.957	5.5
11. COc1ccccc1N1CCN(/N=C\c2ccc(C(=O)O)cc2)CC1
    0.98	-2.3
12. COc1ccc(Br)cc1C(=O)Nc1cc(Cl)cc(Cl)c1
    0.959	-6.2
13. CC(=O)Nc1ccc(N2CCN(C(C)=O)CC2)cc1
    0.931	-7.3
14. Cc1ccc(N2C(=O)/C(=C/c3ccc(Oc4ccc([N+](=O)[O-])cn4)cc3)C(=O)NC2=S)cc1
    0.837	25.1
15. Cc1ccc(S(=O)(=O)NCCOc2ccccc2Cl)cc1[N+](=O)[O-]
    0.791*	4.8
16. COc1ccc(Cl)cc1S(=O)(=O)n1cnc2ccccc21
    0.942	-5.0
17. CCOc1ccc(N(CC(=O)NCCc2ccccc2)S(=O)(=O)c2ccc(Br)cc2)cc1
    1.06	-5.0
18. CCOC(=O)c1c(-c2ccc(Cl)cc2)csc1NC(=O)c1ccccc1OC
    0.979	4.3
19. COc1ccc(S(=O)(=O)Nc2ccc(F)c([N+](=O)[O-])c2)cc1
    1.04	-10.7
20. Cc1ccccc1-n1c(O)c(C=C2C=CC=N2)c(=O)[nH]c1=S
    0.751*	62.6*
21. Cc1c(C(=O)Nc2ccc([N+](=O)[O-])cc2)cnn1-c1ccccc1
    0.578*	5.0
22. CCn1c2ccccc2c2cc(CN3CCN(Cc4cccnc4)CC3)ccc21
    0.926	-10.1
23. C=CCc1cccc2cc(C(=O)OCc3ccccc3)c(=O)oc12
    0.912	5.8
24. O=C(CC1(O)C(=O)Nc2ccccc21)c1cccc2ccccc12 (centres undefined)
    1.11	7.3
25. Cc1ccc2nsnc2c1NC(=O)c1ccccc1F
    1.15	12.6
26. COC(=O)c1c(C)oc2ccc(OC/C=C/c3ccccc3)cc12
    0.845	14.6
27. COCCCN1C(=O)C(=Cc2c(NCCc3ccccc3)nc3c(C)cccn3c2=O)SC1=S
    0.863	9.7
28. COc1cc([N+](=O)[O-])ccc1NC(=O)c1ccc(S(=O)(=O)N2CC(C)OC(C)C2)cc1 (centres undefined)
    0.957	8.7
29. Cc1oc2ccc(OCc3ccc(Cl)cc3)cc2c1C(=O)O
    0.897	9.7
30. Cc1c(N2C(=O)CSC2c2ccccc2Cl)c(=O)n(-c2ccccc2)n1C (centres undefined)
    1.01	-2.5
31. COC(=O)C1=C(C)NC2=C(C(=O)CC(C)(C)C2)C1c1ccccc1I (centres undefined)
    0.891	2.7
32. O=C1NC(=O)N(c2ccc(Br)cc2)C(=O)/C1=C/c1cccc(O)c1
    1.09	19.9
33. Cc1cccc(-c2cc(NC(=O)c3ccccc3[N+](=O)[O-])n[nH]2)c1
    0.961	6.8
34. c1ccc(-c2n[nH]c(C3COc4ccccc4O3)c2-c2nc3ccccc3[nH]2)cc1 (centres undefined)
    0.963	10.9
35. O=C(/C=C/c1ccccc1)NC(=S)Nc1cc(Cl)ccc1Cl
    1.05	-5.4
36. Cc1ccc(N2NC(=O)/C(=C/c3ccc4c(c3)OCO4)C2=O)cc1Cl
    0.963	5.8
37. O=[N+]([O-])c1cc2c(cc1C=Nc1ccc(F)cc1)OCO2
    0.973	10.6
38. CCOC(=O)C(CCOCCOc1cc(C)c(Cl)c(C)c1)C(=O)OCC
    1.1	-7.2
39. O=C(COc1ccccc1Cl)NNC(=O)c1ccccc1I
    1.04	11.9
40. COc1ccc(NC(=O)c2cc3n(n2)C(C(F)(F)F)CC(c2ccco2)N3)c(OC)c1 (centres undefined)
    0.945	13.9

Compound profiles, as listed above:
Shown for Cc1ccc(N2C(=O)/C(=C/c3ccc(Oc4ccc([N+](=O)[O-])cn4)cc3)C(=O)NC2=S)cc1 : Cy5 interf NS3h: 0.837; NS3h inh CB: 25.1
Shown for COc1ccc(S(=O)(=O)Nc2ccc(F)c([N+](=O)[O-])c2)cc1 : Cy5 interf NS3h: 1.04; NS3h inh CB: -10.7

Next results follow.
Each structure is followed by: Cy5 interf NS3h	NS3h inh CB
41. Cc1c(C(=O)NS(=O)(=O)c2ccccc2Cl)c(=O)n(-c2ccccc2)n1C
    0.99	10.0
42. COc1cc2c(cc1NC(=O)CCC1CCCC1)oc1ccccc12
    1.1	-5.0
43. CN1C(=O)C(=Cc2ccc(N(C)C)c(Br)c2)C(=O)N(C)C1=O
    1.05	17.3
44. O=[N+]([O-])c1cc(Cl)ccc1N1CCN(CCO)CC1
    0.863	-9.6
45. COC(OC)c1cn(-c2ccccc2)nc1-c1ccccc1
    0.89	15.2
46. CCOC(=O)c1ccc(NC(=O)c2cc(Cl)ccc2Cl)cc1
    1.01	13.5
47. O=c1nc(SCc2ccccc2Cl)sc2ccccc12
    1.04	6.8
48. CCc1c(C)nc2c(C)c(-c3ccc(C)cc3)[nH]n2c1=O
    1.11	-2.4
49. CC1=CC(C)(C)N(Cc2ccc([N+](=O)[O-])cc2)c2ccc(C)cc21
    0.957	6.8
50. COc1cc(CN2CCN(Cc3cccc(C)c3)CC2)c([N+](=O)[O-])cc1OC
    1	-1.0
51. COc1ccc(NC(=O)CN(c2ccc(Br)cc2)S(C)(=O)=O)cc1
    1.06	13.8
52. COc1ccc(OC)c(CN2CCN(Cc3ccccc3F)CC2)c1
    1.04	-7.7
53. C=CCc1cc(/C=C2\C(=O)NC(=O)N(c3ccc(Cl)cc3)C2=O)cc(OC)c1OCC(=O)O
    1.05	6.5
54. Cc1cc(C)cc(N(CC(=O)Nc2ccc3c(c2)OCO3)S(=O)(=O)c2ccccc2)c1
    0.921	15.2
55. CCOc1ccc(C(=O)Nc2ccc(-c3nc4ccc(C)cc4s3)cc2)cc1
    1.08	1.8
56. CCC(C(=O)O)P(=O)(c1ccccc1)c1ccccc1 (centres undefined)
    1.11	1.0
57. Cc1cccc(OC(=O)Nc2ccc(Cl)cc2)c1
    0.949	7.0
58. Cc1ccc2nsnc2c1NC(=O)/C=C/c1cccc([N+](=O)[O-])c1
    1.08	7.9
59. COc1ccc(C2(CC(=O)O)CCOC(C)(C)C2)cc1 (centres undefined)
    0.991	-5.2
60. COC(=O)c1cc(NC(=O)COc2ccccc2[N+](=O)[O-])cc(C(=O)OC)c1
    0.909	-3.6
61. O=C(c1cccnc1)N1CCC(Cc2ccccc2)CC1
    1.06	-2.7
62. Cc1ccc(N2C(=O)/C(=C/c3cccs3)SC2=S)cc1C
    0.905	-0.3
63. CCOc1cc(Br)c(/C=C2\C(=O)NC(=O)N(c3ccc(Cl)cc3)C2=O)cc1OC
    0.894	7.9
64. Cc1cc(C(=O)Nc2cccc(C)c2C)ccc1[N+](=O)[O-]
    1	-5.0
65. Cc1c(NC(=O)c2cccc(I)c2)cccc1-c1nc2ccccc2o1
    0.855	13.2
66. O=C(/C=C/c1ccc2c(c1)OCO2)n1nnc2ccccc21
    1.12	-4.1
67. CCOC(=O)c1[nH]c(=O)[nH]c1CN1CCOCC1
    1.01	-2.8
68. Cc1nn(Cc2ccccc2)c(N)c1-c1ccccc1
    1	1.3
69. O=c1[nH]cnc(O)c1C(c1ccc(F)cc1)c1c(O)nc[nH]c1=O
    1.09	-2.7
70. O=C(/C=C/c1ccccc1)Nc1ccc(Cl)cc1Cl
    0.919	21.4
71. Cc1onc(-c2ccccc2Cl)c1C(=O)N(Cc1ccccc1)C(C)C
    0.98	9.0
72. Cc1cc(C)cc(NC2=C(Cl)C(=O)N(c3ccc(Br)cc3)C2=O)c1
    1.01	-29.0
73. COC(=O)C1=C(C)NC2=C(C(=O)c3ccccc32)C1c1ccc(-c2ccc(C(=O)O)cc2)o1 (centres undefined)
    0.978	31.5
74. O=C(C(c1ccccc1)c1ccccc1)N1CCN(c2ccc([N+](=O)[O-])cc2)CC1
    0.919	7.1
75. Cc1ccc(NS(=O)(=O)c2ccc(C)c([N+](=O)[O-])c2)cc1
    0.856	18.8
76. CCc1cc2c(C)cc(=O)oc2cc1OC(C)=O
    0.981	-2.5
77. CCOc1ccccc1NC(=O)c1ccccc1
    1.04	-11.8
78. Cc1cc(C)c(S(=O)(=O)Nc2c(C)cccc2C)c(C)c1
    0.962	12.4
79. COc1ccc(C2CC(C(F)(F)F)n3ncc(C(=O)N4CCN(Cc5ccccc5)CC4)c3N2)cc1OC (centres undefined)
    0.609*	8.7
80. CC(C)Cc1cc(-c2ccccc2)c(C#N)c(N)n1
    0.975	22.4
81. Cc1cccc(Cl)c1NC(=O)C1CC(=O)N(c2ccc(Br)cc2)C1 (centres undefined)
    1.13	19.3
82. Cc1ccc(C(=O)Nc2cc(-c3cccc(C)c3)[nH]n2)cc1
    0.886	0.7
83. O=[N+]([O-])c1ccc(/C(=N\O)c2ccncc2)cc1
    0.907	-1.6
84. Cc1ccc(NC(=O)C(=O)NCCN2CCN(C(=O)c3ccccc3[N+](=O)[O-])CC2)cc1
    0.922	22.2
85. CCc1cc(OCCOCCN(C)CCO)ccc1Cl
    1.05	4.1
86. O=C1CC(=O)NC(SCC(=O)Nc2nc3ccccc3s2)=N1
    1.1	6.4
87. Nc1cccc(C(=O)Nc2ccccc2)c1
    0.989	0.9
88. COC(=O)C1=C(C)N=c2s/c(=C/c3ccccc3OC(C)=O)c(=O)n2C1c1ccc(OC(C)=O)cc1 (centres undefined)
    0.949	18.5
89. O=Cc1cn(-c2ccccc2)nc1-c1cccc([N+](=O)[O-])c1
    0.968	38.4
90. CCC(C)NC(=O)C1CN(S(=O)(=O)c2ccccc2)CCN1S(=O)(=O)c1ccccc1 (centres undefined)
    1.07	9.1
91. CCC(C)c1ccc(NS(=O)(=O)c2ccc(NC(C)=O)cc2)cc1 (centres undefined)
    0.991	14.5
92. Cc1ccc(N2CC(C(=O)Nc3ccccn3)CC2=O)cc1 (centres undefined)
    1.04	0.0
93. O=C(CN(c1ccc(F)cc1)S(=O)(=O)c1ccccc1)Nc1ccc(Cl)cc1
    0.874	7.6
94. OCC1(CO)COC(c2ccccc2)=N1
    0.995	-3.7
95. O=C(NCCN1CCCC1=O)Nc1ccccc1
    1	10.1
96. N=C(SC1CC(=O)N(c2ccccc2Cl)C1=O)N1N=C(c2cccs2)CC1c1ccc(Br)cc1 (centres undefined)
    0.995	9.7
97. COc1ccc(C2C=C(Nc3ccc(C)cc3)C(=O)N2c2ccc(C)cc2)cc1OC (centres undefined)
    0.956	-8.4
98. CN(C)c1ccc(/C=C2\C(=O)NC(=S)N(c3ccc(Br)cc3)C2=O)cc1
    1.27*	63.7*
99. CCOC(=O)c1ccc(-n2c(C)cc(/C=N\n3cnnc3)c2C)cc1
    1.03	-5.0
100. O=C(Nc1ccc(F)c([N+](=O)[O-])c1)c1ccc(-c2ccc(Cl)cc2Cl)o1
    0.949	-51.7

A few values from the list:
Value of CCOC(=O)c1[nH]c(=O)[nH]c1CN1CCOCC1 in Cy5 interf NS3h: 1.01
Value of O=C(CN(c1ccc(F)cc1)S(=O)(=O)c1ccccc1)Nc1ccc(Cl)cc1 in Cy5 interf NS3h: 0.874
Value of COc1ccc(Br)cc1C(=O)Nc1cc(Cl)cc(Cl)c1 in Cy5 interf NS3h: 0.959
Value of O=C(C(c1ccccc1)c1ccccc1)N1CCN(c2ccc([N+](=O)[O-])cc2)CC1 in NS3h inh CB: 7.1
Value of CCOC(=O)c1c(-c2ccc(Cl)cc2)csc1NC(=O)c1ccccc1OC in Cy5 interf NS3h: 0.979

Carrying on.
Each structure is followed by: Cy5 interf NS3h	NS3h inh CB
101. C=CCc1cccc2cc(C(=O)NCCc3ccccc3)c(=O)oc12
    0.908	18.2
102. COc1ccccc1/C=c1\sc2nc(-c3ccc(C)cc3)nn2c1=O
    0.978	11.1
103. CCCCOC(=O)COc1cc2oc(=O)c3c(c2cc1Cl)CCC3
    0.918	13.3
104. O=C1NC(=Nc2ccc(Br)cc2)S/C1=C\c1ccccc1[N+](=O)[O-]
    1.12	32.2
105. O=C(Nc1cccnc1)c1ccc(-c2ccc(Cl)cc2)o1
    1.04	-9.4
106. O=c1[nH]c(=O)n(Cc2ccccc2)c(O)c1C=C1C=CC=N1
    0.767*	11.0
107. COc1cccc(C(=O)N2c3ccccc3C(N(C(=O)C(F)(F)F)c3ccccc3)CC2C)c1 (centres undefined)
    0.956	12.5
108. Cc1ccc(CCC(=O)Nc2ncc(Cc3cccc(Cl)c3)s2)o1
    0.996	13.8
109. Cn1nnnc1SCC(=O)NCC(=O)c1ccccc1
    0.948	3.3
110. Cc1ccc(S(=O)(=O)NCCOc2ccccc2)cc1[N+](=O)[O-]
    0.933	13.0
111. COc1ccc(CC(=O)Nc2ccc(Cl)c(C(F)(F)F)c2)cc1OC
    0.998	7.8
112. O=S(=O)(Nc1ccc2oc(-c3ccccc3F)nc2c1)c1ccccc1
    0.94	8.9
113. Cc1ccc(S(=O)(=O)N2CCN(c3ccc([N+](=O)[O-])c(NCc4ccccc4)c3)CC2)cc1
    0.954	-10.3
114. CCOC(=O)c1ccc(NC(=O)CN(c2cc(OC)ccc2OC)S(C)(=O)=O)cc1
    1.04	18.5
